S3 lipid droplet: qHTS Assay for Lipid Storage Modulators in Drosophila S3 Cells | Drosophila S3 cells, BODIPY lipid droplet fluorescence, 18-24 h; cells fed with added oleic acid | Potency in µM for hits, for the others lipid storage change, negative = inhibition, % at the top dose, mostly 46.1 µM | actives 0.64% (n = 320,000); active means well fitted inhibition curve with a large enough effect in the signal ratio, with a control signal flat, not every such curve was filed as active; inconclusive means small, poorly fitted or top-dose-only effect, or effect the other way, or a change in a side signal; the % refers to the signal ratio
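Drosophila S3 cells got compounds at several concentrations plus oleic acid (400 uM solution). Laser-scanning cytometry with 488 nm excitation read lipid droplets at 500-530 nm and cells at 575-640 nm. Percent activity was relative to 20 uM Triacsin C.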
S3 lipid droplet cell count max: recorded beside S3 lipid droplet, whose call it bears; cell number change, %; measured here: cell count max response;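 cells counted by Cell Tracker Red CMTPX staining in the red channel; peak over a dose series mostly up to 46.1 µM; percent activity relative to internal control wells on each plate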
* marks the source's active call; other numbers are inactive results; i = inactive; ? = inconclusive; . = no result given. On the % scale 0 is the no-effect control and ±100 the full control effect; potency means the concentration at half of the fitted maximal effect.

Sample of the layout, 6 compounds:
mol | S3 lipid droplet | S3 lipid droplet cell count max
CC(=O)NC1CC2CCCC(C1)N2 (stereo unspecified) | ? | .
CCCCOP(=O)(OCCCC)/C(C#N)=C(/C)O | ? | .
Cc1ccc(C)c(NC(=S)NCCc2cnc[nH]2)c1 | ? | .
CCCC[N+]12CCC(CC1)C(C(=O)c1cccs1)C2 (stereo unspecified) | ? | .
O=C1NC(=O)C(CCc2ccccn2)(Cc2ccc3c(c2)OCO3)C(=O)N1CCc1ccccc1 (stereo unspecified) | i | -3
O=C(Nc1ccc(F)cc1)Oc1ccccc1N1CCOCC1 | ? | .

The list itself, from the start:
mol | S3 lipid droplet | S3 lipid droplet cell count max
CC(=O)NC1CC2CCCC(C1)N2 (stereo unspecified) | ? | .
CCCCOP(=O)(OCCCC)/C(C#N)=C(/C)O | ? | .
Cc1ccc(C)c(NC(=S)NCCc2cnc[nH]2)c1 | ? | .
CCCC[N+]12CCC(CC1)C(C(=O)c1cccs1)C2 (stereo unspecified) | ? | .
O=C1NC(=O)C(CCc2ccccn2)(Cc2ccc3c(c2)OCO3)C(=O)N1CCc1ccccc1 (stereo unspecified) | i | -3
O=C(Nc1ccc(F)cc1)Oc1ccccc1N1CCOCC1 | ? | .
Cc1ccc(C)c(Cn2c(C(=O)O)c(C=O)c3ccccc32)c1 | ? | .
CN1CC(C(=O)c2ccc([N+](=O)[O-])cc2)C(c2ccc(Cl)cc2)C1 (stereo unspecified) | 11% | 9
c1ccc2c(c1)CSc1ccccc1C2C1=NCCN1 (stereo unspecified) | i | 21
COc1ccc(C(=O)OC2C[C@H]3CC[C@@H](C2)N3O)cc1OC (stereo partly specified) | 11% | 3
N[C@@H](Cc1ccc(N(CCCl)CCCl)cc1)C(=O)O | ? | .
CN(C)CCCN=Cc1c(O)n(CCc2ccccc2)c(=O)[nH]c1=O | ? | .
CC1(C)CN2C(c3ccc(Cl)cc3)N2C1 (stereo unspecified) | ? | .
O=C(c1ccc2nc(-c3ccco3)c(-c3ccco3)nc2c1)N1CCC2(CC1)OCCO2 | ? | .
CC(=O)NN1C(=O)c2ccccc2NC1c1cccnc1 (stereo unspecified) | -3% | 9
Cn1cc2c([N+](=O)[O-])cc([N+](=O)[O-])cc2n1 | ? | .
CCc1nc2ccccc2c(=O)n1-c1cccc(OC)c1 | 14% | -5
Cc1c(N=Nc2c(O)[nH]c(=O)[nH]c2=O)c(=O)n(-c2ccccc2)n1C | ? | .
COC(=O)C(O)(c1ccc(NC(=O)Oc2ccccc2)cc1)C(F)(F)F (stereo unspecified) | ? | .
NCC(O)c1ccc(O)cc1 (stereo unspecified) | 2% | 10
COc1cccc(NP(=O)(Oc2ccccc2Cl)Oc2ccccc2Cl)c1 | ? | .
COP(=O)(OC)C(Nc1ccccc1)c1ccccc1 (stereo unspecified) | i | 5
Cc1ccc(-c2nc3ccccc3c(=O)n2-c2ccc(O)cc2)cc1 | ? | .
COC(=O)C1=C(c2ccc(OC(F)(F)F)cc2)C[C@@H]2CC[C@H]1N2C(=O)NCc1ccc(F)cc1 | ? | .
O=C(CCc1nnc2ccc(NCc3ccccc3)nn12)N1CCC2(CC1)OCCO2 | -4% | -7
Cc1c2cnn(CC(=O)N3CCC4(CC3)OCCO4)c(=O)c2c(C)n1Cc1cccc(Cl)c1 | ? | .
Clc1cccc(N2CCNCC2)c1Cl | 1% | 6
O=C(c1ccccc1)c1cn(CC(=O)N2CCOCC2)c2ccccc12 | i | .
C=CCn1c(O)c(C=Nc2ccc(N(CC)CC)cc2)c(=O)[nH]c1=O | ? | .
CCCCn1c(O)c(C(CC)=NCc2ccc3c(c2)OCO3)c(=O)[nH]c1=O | ? | .
CN[C@@H](C)[C@@H](O)c1ccccc1 | 20% | .
COC(=O)C1=C(c2c(C)noc2C)C[C@@H]2CC[C@H]1N2C(=O)NC1CC1 | ? | .
O=C(Nc1ccccc1)Oc1ccccc1 | i | -6
COc1ccccc1-n1c(O)c(/C=C2\C=Nc3ccccc32)c(=O)[nH]c1=O | i | 12
CCCCCCn1c(=O)c(C(=O)Nc2c(C)n(C)n(-c3ccccc3)c2=O)c(O)c2ccccc21 | ? | .
NNCc1cccc(O)c1 | -3% | -7
CN(C)CC1CCCCC1OC(=O)c1ccc(Cl)c(Cl)c1 (stereo unspecified) | ? | .
Cc1oc(-c2ccc(F)cc2F)nc1CN1C[C@@H]2C[C@@H](C1)c1cccc(=O)n1C2 | 4% | -10
CCOC(=O)C1(CCCc2ccccc2)CCN(C2CCC2)CC1 | ? | .
CCn1ccnc1CN1CCCC(C(=O)c2ccc(OC)cc2OC)C1 (stereo unspecified) | ? | .
Cc1nc2ccccc2c(=O)n1-n1cnnc1 | ? | .
COC(=O)C[C@]1(C(=O)OC)CN(C#N)N(c2ccc(Cl)cc2)C12c1ccccc1-c1ccccc12 | ? | .
O=C(Nc1ccc(Cl)c(Cl)c1)c1ccco1 | 15µM* | 4.2*
O=c1c2ccccc2nc(CNc2ccccc2)n1-c1ccccc1 | -5% | -1
CNC(=O)O/N=C(\N)Cc1csc2ccc(Cl)cc12 | 14% | 11

Some of these compounds in order of heavy-atom count, descending.
mol | S3 lipid droplet | S3 lipid droplet cell count max
COc1ccccc1-n1c(O)c(/C=C2\C=Nc3ccccc32)c(=O)[nH]c1=O | i | 12
CCOC(=O)C1(CCCc2ccccc2)CCN(C2CCC2)CC1 | ? | .
Cc1nc2ccccc2c(=O)n1-n1cnnc1 | ? | .
CN[C@@H](C)[C@@H](O)c1ccccc1 | 20% | .

The results go on:
mol | S3 lipid droplet | S3 lipid droplet cell count max
CCCc1nc2ccccc2c(=O)n1-c1cccc(OC)c1 | ? | .
COc1ccc2c(c1)CC1(CN2C)C(=O)NC(=O)N(c2ccc(C)cc2)C1=O (stereo unspecified) | ? | .
C=C1C2C[C@H](O)C(C)(C)[C@@]2(O)[C@H](O)C[C@]23C[C@@](C)(O)[C@H](CC[C@H]12)[C@H]3OC(C)=O (stereo partly specified) | -3% | 2
[O-]c1ccccc1-[n+]1c(-c2ccccc2)cc(-c2ccccc2)cc1-c1ccccc1 | ? | .
Cc1cccc(-n2c(O)c(C=Nc3ccccc3N)c(=O)[nH]c2=O)c1 | ? | .
N#Cc1ccc(Cn2cc(C(=O)c3ccco3)c3ccccc32)cc1 | ? | .
COC(=O)C1=C(c2ccc(OC(F)(F)F)cc2)C[C@@H]2CC[C@H]1N2C(=O)NCc1cccc2ccccc12 | ? | .
CCOc1ccc(NC(=O)c2ccc(NC(=O)COC(=O)Cc3ccccc3)cc2)cc1 | 1% | 16
Cc1ccc(CN2CCCN(Cc3ccccc3C)S2(=O)=O)cc1 | ? | .
Nc1c(C(=O)NCc2ccco2)c2nc3ccccc3nc2n1Cc1ccccc1 | ? | .
CC(=NCc1cccnc1)c1c(O)n(-c2ccccc2)c(=O)[nH]c1=O | ? | .
CCn1cc(C(=O)N2CCOCC2)c2ccccc21 | ? | .
CCC(=NCC1CCCO1)c1c(O)[nH]c(=O)[nH]c1=O (stereo unspecified) | 8% | 12
O=c1c2ccccc2nc(CSc2ncnc3nc[nH]c23)n1-c1ccc(Cl)c(Cl)c1 | 24% | -22
COc1ccc2nc3oc(C(=O)N4CCC5(CC4)OCCO5)cc3cc2c1 | -12% | -7
CCCCn1c(O)c(C(C)=Nc2ccc(OCC)cc2)c(=O)[nH]c1=O | ? | .
COc1ccc(C2=CC(c3ccc(OC)c(OC)c3)c3c(c4ccccc4oc3=O)O2)cc1OC (stereo unspecified) | ? | .
O=C1CC(=O)N(Cc2ccccc2)C(=O)N1CCCCCCN1C(=O)CC(=O)N(Cc2ccccc2)C1=O | ? | .
N[C@@H](Cc1c[nH]c2ccccc12)c1nnc(SCc2ccc(Cl)cc2)o1 | ? | .
CCOP(=S)(OCC)SCC(=O)NC(C(=O)O)C(C)C (stereo unspecified) | i | 16
COc1ccc(C(Nc2ccccc2)P(=O)(Oc2ccccc2)Oc2ccccc2)cc1 (stereo unspecified) | -8% | 7
CN(C)C(=O)Oc1ccc(Br)c2ccccc12 | ? | .
c1cncc(CNC2CCCC2)c1 | 6% | 23
CCCCNC(=O)c1c(N)n(Cc2ccc3c(c2)OCO3)c2nc3ccccc3nc12 | ? | .
CCCC[N+]12CCC(CC1)C(Cc1ccccc1)C2 (stereo unspecified) | ? | .
COC(=O)c1cc(C(O)(C(=O)OC)C(F)(F)F)c(/N=C/N(C)C)s1 (stereo unspecified) | -2% | .
O=C(O)CC1OCC=C2CN3CCC45C6=CC(=O)C(=O)C([N+](=O)[O-])=C6NC4C1C2CC35 (stereo unspecified) | 2% | 0
COc1ccc(OC)c(N2C(=O)NC(=O)/C(=C\c3ccc([N+](=O)[O-])s3)C2=O)c1 | ? | .
Cc1ccc(CN2CCCC(C(=O)c3ccc4c(c3)OCO4)C2)cc1C (stereo unspecified) | ? | .
COc1ccccc1OCC#CCN1CCCC1 | ? | .
CC(C)c1ccc(NC(=O)CCNC(=O)N2C[C@H]3C[C@@H](C2)c2cccc(=O)n2C3)cc1 | ? | .
COC(=O)C1=C(c2ccc(F)cc2OCc2ccccc2)C[C@@H]2CC[C@H]1N2C(=O)NCc1ccccc1C(F)(F)F | ? | .
CCCCn1c(O)c(C(CC)=Nc2ccc(OC)cc2OC)c(=O)[nH]c1=O | -5% | -7
COC(=O)C(O)(c1c(C)[nH]n(-c2ccccc2)c1=O)C(F)(F)F (stereo unspecified) | -4% | 0
N/C(=N\N=C\c1ccc(O)cc1O)N[N+](=O)[O-] | i | -11
Cc1[nH]c2ccccc2c1CCCNC1CCCCC1 | 5% | .
CCCOP(=O)(OCCC)C(NC(=O)c1cc(OC)c(OC)c(OC)c1)c1ccccc1 (stereo unspecified) | ? | .
COCCNC(=O)Cn1cc(/C=C2\C(=O)NC(=O)N(c3cccc(C)c3C)C2=O)c2ccccc21 | -2% | -1
CCN(CC)c1ccc(/C=C2/C(=O)NC(=O)N(Cc3ccco3)C2=O)cc1 | -9% | 0
COc1cc(CNCCc2ccc3c(c2)OCO3)cc(OC)c1OC | ? | .
CN1C(CC(O)c2ccccc2)CCCC1CC(O)c1ccccc1 (stereo unspecified) | 2% | 12
C=CCN1C(=O)C2(C(C(=O)OCC)=C(N)Oc3ccccc32)C2=C1CCCC2=O (stereo unspecified) | ? | .
Cc1ccc(N2C(=O)NC(=O)C(CCc3ccccn3)(Cc3cccc(Cl)c3Cl)C2=O)cc1 (stereo unspecified) | -3% | 7
Cc1cccc(NC(=O)CN2CCN(C(=O)COc3cccc(Br)c3)CC2)c1C | ? | .
CCOc1cc(C)cc2oc(=O)c3c(c12)CCCC3 | 11% | 24

Profiles as entered above. Screens in order: S3 lipid droplet	S3 lipid droplet cell count max
COc1ccc(OC)c(N2C(=O)NC(=O)/C(=C\c3ccc([N+](=O)[O-])s3)C2=O)c1 across the screens: ?	.
NCC(O)c1ccc(O)cc1 (stereo unspecified) across the screens: 2%	10
COC(=O)C(O)(c1c(C)[nH]n(-c2ccccc2)c1=O)C(F)(F)F (stereo unspecified) across the screens: -4%	0
COc1cccc(NP(=O)(Oc2ccccc2Cl)Oc2ccccc2Cl)c1 across the screens: ?	.

Rewritten with each value named: 3 of the compounds above.
compound: COC(=O)C1=C(c2ccc(F)cc2OCc2ccccc2)C[C@@H]2CC[C@H]1N2C(=O)NCc1ccccc1C(F)(F)F
  S3 lipid droplet: ?; S3 lipid droplet cell count max: .
compound: CCCCn1c(O)c(C(CC)=Nc2ccc(OC)cc2OC)c(=O)[nH]c1=O
  S3 lipid droplet: -5%; S3 lipid droplet cell count max: -7
compound: COC(=O)C(O)(c1c(C)[nH]n(-c2ccccc2)c1=O)C(F)(F)F (stereo unspecified)
  S3 lipid droplet: -4%; S3 lipid droplet cell count max: 0

Later entries
mol | S3 lipid droplet | S3 lipid droplet cell count max
CCN1C[C@]2(COC)CC[C@H](O)[C@]34C1[C@](O)([C@@H](OC)[C@H]23)[C@@]1(O)C[C@H](OC)[C@H]2C[C@@H]4[C@@H]1[C@H]2OC | -6% | -16
CC(C)OP(C)(=O)CN1CCN(CP(C)(=O)OC(C)C)CC1 (stereo unspecified) | ? | .
CCOc1cc2c(cc1OCC)-n1cccc1C(c1ccc(F)cc1)NC2 (stereo unspecified) | ? | .
CN(C)c1nc(-c2ccccc2)[n+](C)s1 | ? | .
Cc1cc(=O)oc2c(C)c(OCC(=O)N3C[C@H]4C[C@@H](C3)c3cccc(=O)n3C4)ccc12 | ? | .
Cc1ccc(-c2cc(C(=O)N3CCC4(CC3)OCCO4)no2)cc1 | 18% | 24

Compound activity from PubChem BioAssay.

Some of the compounds tested; the hit share may differ from the screen's.
